# Bioassay records as filed in PubChem BioAssay.
# FadD28 FP inh – blocks FadD28 binding to the bisubstrate probe. 360,000 compounds, 0.22% hits. fluorescence polarization. inhibition, % at 12.5 µM; in the data active = inhibition above about 8.5%, passing the limit was not always enough; inconclusive = no clear call, values can overlap the other calls
# Mtb BioA inh – blocks M. tuberculosis BioA enzyme activity; 360,000 compounds, 0.096% hits; purified M. tuberculosis BioA enzyme, plate reader; AID 602481; inhibition, % at 9.99 µM; in the data active = inhibition above about 40%; inconclusive = no clear call, values can overlap the other calls
# BoNT F protease – inhibitors of Botulinum neurotoxin F light chain protease; Multiplex microsphere protease cleavage assay, flow cytometry; inhibition, % at 10 µM; 360,000 compounds, 0.22% hits; AID 588497; in the data active = inhibition above about 35%, passing the limit was not always enough; inconclusive = no clear call, values can overlap the other calls; note: plate controls were buffer without enzyme for full effect and enzyme alone for no effect
# Mtb FBA inh – Mtb fructose-bisphosphate aldolase inhibition | purified M. tuberculosis FBA, fluorescence read-out | inhibition, % at 1 µM | 360,000 compounds, 2.3% hits | AID 588726; in the data active = inhibition above about 27%;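 note: 0% = vehicle and 100% = reference inhibitor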
# Target sequence (P9WQA3 whole entry, looked up): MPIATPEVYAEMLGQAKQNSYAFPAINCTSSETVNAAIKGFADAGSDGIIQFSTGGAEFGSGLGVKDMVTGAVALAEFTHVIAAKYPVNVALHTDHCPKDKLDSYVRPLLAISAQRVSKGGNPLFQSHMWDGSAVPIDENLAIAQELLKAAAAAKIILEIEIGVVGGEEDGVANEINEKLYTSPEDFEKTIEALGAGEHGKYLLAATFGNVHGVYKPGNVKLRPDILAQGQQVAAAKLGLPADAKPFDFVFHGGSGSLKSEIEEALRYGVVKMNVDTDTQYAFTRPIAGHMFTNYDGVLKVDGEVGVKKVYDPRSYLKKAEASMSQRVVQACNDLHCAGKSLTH
# MazF activator – increases E. coli MazEF RNase cleavage of RNA; FAM/BHQ RNA-DNA oligo cleavage fluorescence, 5 h; activation, % at 20 µM; P0AE70; 350,000 compounds, 0.32% hits; in the data active = activation above about 50%
# Target sequence (P0AE70 whole entry, looked up): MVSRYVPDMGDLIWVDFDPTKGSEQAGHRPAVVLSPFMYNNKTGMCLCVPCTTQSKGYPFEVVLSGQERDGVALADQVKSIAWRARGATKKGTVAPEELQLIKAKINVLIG
# GDH-TPI inh – GDH-TPI coupled enzyme inhibition counter-screen | 360,000 compounds, 1.2% hits | inhibition, % at 4.8 µM | GDH-TPI coupled enzyme counterscreen, NADH absorbance; in the data active = inhibition above about 30%;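 note: 0% = DMSO wells and 100% = wells lacking the enzyme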
# Rv3671c protease – inhibits the M. tuberculosis serine protease Rv3671c | 320,000 compounds, 0.048% hits | P9WHR9 | AID 2606 | inhibition, % at 5.96 µM; in the data active = inhibition above about 38%;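 note: extracellular domain of Rv3671c used as enzyme; 0% = enzyme with DMSO and 100% = no enzyme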
# Target sequence (P9WHR9 whole entry, looked up, the tested form may be a part): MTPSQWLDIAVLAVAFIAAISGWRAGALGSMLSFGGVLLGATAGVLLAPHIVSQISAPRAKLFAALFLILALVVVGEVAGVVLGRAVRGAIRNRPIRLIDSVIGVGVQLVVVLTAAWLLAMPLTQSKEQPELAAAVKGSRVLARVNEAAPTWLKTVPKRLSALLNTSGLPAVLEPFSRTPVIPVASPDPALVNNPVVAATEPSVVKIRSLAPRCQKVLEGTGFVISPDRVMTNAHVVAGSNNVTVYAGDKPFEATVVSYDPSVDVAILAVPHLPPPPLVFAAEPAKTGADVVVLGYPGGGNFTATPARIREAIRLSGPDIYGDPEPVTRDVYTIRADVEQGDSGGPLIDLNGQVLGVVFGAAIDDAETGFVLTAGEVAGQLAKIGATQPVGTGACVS
# PrPC surface inh – reduces human prion protein on the cell surface; AID 720596; P04156; inhibition, % at 13.8 µM; 370,000 compounds, 0.43% hits; cell surface PrPC, TR-FRET read-out; in the data active = inhibition above about 24%; note: 0% = median of the test wells and 100% = reference compound wells
# UGM FP inh – blocks M. tuberculosis UGM enzyme | purified UGM, fluorescence polarization probe displacement | 320,000 compounds, 0.06% hits | AID 504406 | P9WIQ1 | inhibition, % at 10 µM; in the data active = inhibition above about 10%, passing the limit was not always enough; inconclusive = no clear call, values can overlap the other calls
# Active calls of the source: *; ? = inconclusive; nt = no result given. The order is random; 4.8% or so of the library scored in one or more.
SMILES,FadD28 FP inh,Mtb BioA inh,BoNT F protease,Mtb FBA inh,MazF activator,GDH-TPI inh,Rv3671c protease,PrPC surface inh,UGM FP inh
COc1ccc(NC(=O)C2CCCN(S(=O)(=O)c3ccc4c(c3)oc(=O)n4C)C2)c(OC)c1 (stereo unspecified),-1.0,1.1,-5,1,5,-4,0,7,0.5
Cn1nnnc1SCC(=O)Nc1ccc(Br)cc1Br,-1.4,-0.4,-1,1,4,-5,5,-5,3.8
CCn1nc(NS(=O)(=O)c2ccc(NC(C)=O)cc2)c2cc3ccc(C)cc3nc21,0.7,-1.7,-5,-1,7,12,-12,-6,1.0
COc1ccccc1CCC(=O)Nc1ccc2c(c1)c(=O)n(C)n2Cc1cccc(C(F)(F)F)c1,0.0,-2.2,2,94*,nt,2,nt,2,nt
O=C(Cn1ncc2c3ccccc3n(Cc3ccccc3F)c2c1=O)N1CCN(c2ccccn2)CC1,-1.4,-0.8,-12,5,-19,7,3,-4,0.4
COc1ccccc1C(O)(C(=O)NN(C(=O)c1ccccc1)c1ccccc1C)c1cccs1 (stereo unspecified),-0.5,-0.4,3,1,-1,15,2,-5,-2.1
O=C(Cn1c(-c2cncs2)nc2ccccc21)NCCc1ccccc1,-2.0,-1.3,-8,3,12,-16,-10,-3,4.8
CN(C)C(=O)COC(=O)/C=C/c1ccccc1[N+](=O)[O-],1.1,nt,-22,6,-1,-12,12,-15,-0.7
CCOc1ccc(N(CC(=O)NC2CCCCCC2)S(=O)(=O)c2ccccc2)cc1,-1.5,1.0,0,0,2,-3,8,0,1.3
CCC(C)(C)C1CCc2c(sc(N)c2C(N)=O)C1 (stereo unspecified),-2.1,-0.1,-7,1,8,2,3,7,-1.3
CCCCCN(C(=O)CCC(=O)OCc1cccc(C)c1)c1c(N)n(CCCC)c(=O)[nH]c1=O,-1.9,-1.4,7,-1,4,2,3,8,-2.0
CCCCN(C(=O)Oc1ccccc1)C1CCS(=O)(=O)C1 (stereo unspecified),-0.6,nt,nt,1,-6,1,3,-1,-1.2
COc1cccc(Oc2cn[nH]c2-c2ccc(OC)cc2O)c1,-11,3.2,-10,-1,2,2,4,3,-0.3
COc1ccccc1C(=O)N/C(=C/c1ccccc1)C(=O)NC(CCSC)C(=O)O (stereo unspecified),1.6,3.7,-10,2,-3,-1,-3,0,1.7
Cc1cc(N/N=C/c2ccc(O)cc2)c2cccc(C)c2n1,-5.2,-0.5,-55,-3,1,21,5,-18,-2.5
Cc1cccc(C(=O)N[C@H](C(=O)Nc2ccc(C)c(S(=O)(=O)N3CCOCC3)c2)C(C)C)c1,-4.2,-0.1,6,-2,4,-12,-7,1,0.2
O=C(NC(=S)Nc1ccc(Br)cn1)c1cccnc1,-2.6,nt,0,-1,1,8,-1,8,0.2
COC(=O)C1=C(C)NC(C)=C(C(=O)OC)C1C1CC=CCC1 (stereo unspecified),-2.2,0.0,7,0,-1,3,0,-4,2.0
COc1ccc(NC(=O)C2(C)Cc3c(-c4ccc5c(c4)OCO5)ccnc3O2)cn1 (stereo unspecified),-3.4,8.4,4,42*,nt,-4,nt,8,nt
Cc1cc(C)cc(NC(=S)N2CCN(c3ncc(C(F)(F)F)cc3Cl)CC2)c1,1.4,nt,-5,2,-7,5,-5,-3,-7.7
Cn1cccc1C(=O)NCc1ccc(S(N)(=O)=O)cc1,0.0,-0.2,14,-2,8,-6,-7,2,0.5
O=CNc1cc(-c2ccc(C(=O)NC3CC3)cc2)cn2c(-c3ccc(F)c(Cl)c3)cnc12,-7.6,-1.0,-2,0,nt,7,nt,-8,nt
CC(=O)Nc1cccc(C(=O)NCC2(N3CCCCC3)CCCCC2)c1,-2.6,nt,2,2,1,-3,0,-10,1.3
C=Cn1ccnc1P(=S)(c1ccn(C)c1)c1nccn1C=C,1.0,0.7,-5,3,14,0,7,5,1.8
CC(=O)N1C(=O)C2(Nc3ccccc3N2)c2ccccc21,-0.2,-1.2,-5,7,3,34*,-1,-3,0.0

# Reprinted from the part before: 2 compounds, then new ones.
SMILES,FadD28 FP inh,Mtb BioA inh,BoNT F protease,Mtb FBA inh,MazF activator,GDH-TPI inh,Rv3671c protease,PrPC surface inh,UGM FP inh
C=Cn1ccnc1P(=S)(c1ccn(C)c1)c1nccn1C=C,1.0,0.7,-5,3,14,0,7,5,1.8
CC(=O)N1C(=O)C2(Nc3ccccc3N2)c2ccccc21,-0.2,-1.2,-5,7,3,34*,-1,-3,0.0
CCOC(=O)/C(=N/Nc1ccccc1)N1CCCc2ccccc21,0.4,nt,-7,-2,1,14,1,2,-1.1
COc1ccc(OC)c(NC(=O)NCCc2cccc(Cl)c2)c1,-6.7,nt,0,1,-7,5,14,0,0.4
COc1ccc(-c2noc(CNS(=O)(=O)c3ccccc3)n2)cc1,-0.1,-0.7,5,5,-7,-2,-6,4,0.6
CCCCOc1cccc(-c2nnc(NC(=O)CSc3ccc(C)cc3)s2)c1,0.7,nt,-10,1,9,5,9,5,nt
O=C(O)c1n[nH]c2c1CC(C1CCCCC1)CC2 (stereo unspecified),-2.1,-2.6,8,-1,5,-3,1,-3,1.8
O=C(CSc1nnc(-c2ccc(Br)cc2)o1)Nc1cccc2ccccc12,0.3,-6.0,2,2,-33,4,-3,-2,6.9
CSCCC(NC(=O)COc1ccccc1)C(=O)N(C)Cc1c(F)cccc1Cl (stereo unspecified),-2.9,0.2,-1,2,9,-15,nt,-3,nt
COc1cccc(/C=C2/Sc3ccc(C(=O)NCCN4CCCCCC4)cc3NC2=O)c1,-8.6,-4.5,-11,1,-28,14,-35,-23,-3.0
CC1(C)Cc2nc3oc4c(N(CCO)Cc5ccccc5)ncnc4c3cc2CO1,-6.5,5.6,-4,20,2,13,0,2,-4.7
COc1ccc(OC)c(NC(=S)NCCSc2ccc(C)cc2)c1,0.4,nt,-7,-5,-17,12,8,11,1.2
C#CCOCCOCCOCCNc1nc(N2CCN(C(=O)CCCCCCCCCCNC(=O)Cn3cc(C[C@@H](C)O)nn3)CC2)nc(N2CCN(C(=O)CCCCCCCCCCNC(=O)[C@H](CCCCN)n3cc(CCCC(=O)O)nn3)CC2)n1,-4.1,-0.2,-20,3,2,-12,-16,-7,-1.4
O=[N+]([O-])c1ccc(-c2ccc(S(=O)(=O)N3CCOCC3)cc2)cc1,0.0,-3.5,?,0,2,11,3,-5,0.4
COc1ccc(COCC(O)CN(Cc2ccco2)Cc2ccccc2O)cc1 (stereo unspecified),-1.6,0.6,2,-2,0,-2,-1,-2,-4.1
O=C1N/C(=C\c2ccc(O)cc2)C(O)=C1C=NCc1ccccc1,-2.3,-1.9,2,-4,8,37*,-12,1,-0.3
Cc1ccc(NC(=O)C2CCN(C(=O)NCc3ccccc3)CC2)cc1C,-0.3,-1.8,2,-1,11,3,6,-2,-0.7
O=[N+]([O-])c1cccc(C=NN=Cc2ccccc2O)c1,-3.0,nt,-3,2,7,12,nt,2,nt
O=C(/C=C/c1ccco1)N1CCN(c2ncccn2)CC1,-3.9,-0.9,-2,-2,0,1,-8,6,1.5
O=C(CN1CCN(S(=O)(=O)c2ccc(Cl)cc2)CC1)NC1CC1,0.9,-2.5,0,5,9,6,6,7,-1.4
Cc1[nH]c(C)c(S(=O)(=O)NCCc2ccccc2)c1C(=O)N1CCCC1,-1.9,3.2,0,0,2,5,-3,-8,-2.1
COC(=O)c1ccc(CSc2nnnn2-c2ccccc2)o1,-0.5,-0.3,24,1,1,14,-14,-1,-1.6
O=C(O)C1OC2OC3(CCCCC3)OC2C2OC3(CCCCC3)OC12 (stereo unspecified),-0.9,nt,36*,1,-4,6,-6,-1,-2.7
c1cc(CCN2CCCC2)ccn1,2.0,-0.6,-3,1,-45,19,3,-12,-3.2
O=C(Nc1ccc(N2CCCCC2)cc1)c1cccnc1Cl,0.5,0.5,13,-1,-13,3,2,-4,-0.2
Cc1ccc(-c2nc(N/N=C/c3ccccc3[N+](=O)[O-])c3ccccc3n2)cc1,0.1,-3.4,2,0,33,7,-1,-6,nt
Cc1ccc(S(=O)(=O)NNC(=O)c2cccnc2)cc1,-0.7,7.8,9,-1,22,2,13,0,4.0
# (list continues)
SMILES,FadD28 FP inh,Mtb BioA inh,BoNT F protease,Mtb FBA inh,MazF activator,GDH-TPI inh,Rv3671c protease,PrPC surface inh,UGM FP inh
Cc1ccc(N2CN(CCc3ccccc3)CNC2=S)cc1,0.2,-0.4,-2,1,-2,-6,0,4,-1.9
O=C(COc1ccccc1F)N1CCN(CCN2C(=O)c3cccc4cccc(c34)C2=O)CC1,-2.5,nt,-2,3,3,14,-2,-6,-1.2
CCN(CC(=O)Nc1sc2c(c1C#N)CCC(C)C2)Cc1nc2ccccc2c(=O)[nH]1 (stereo unspecified),-3.2,nt,1,0,1,2,-4,1,-1.2
O=C(OCC(=O)N1CCN(Cc2ccccc2)CC1)c1ccc(Cl)cc1,-0.4,nt,-2,1,5,5,-8,2,2.5
CC(=O)N=c1sccn1CC(O)c1ccc(Br)cc1 (stereo unspecified),-6.0,4.0,-4,-1,14,0,5,8,-0.8
CCN(CC)C(=O)C(Oc1ccc(C)nc1[N+](=O)[O-])c1ccccc1 (stereo unspecified),-1.5,3.3,-3,-1,1,1,-1,0,3.8
Cc1cc(NC(=O)CSc2nnc(COc3ccccc3)o2)no1,-2.2,0.8,2,1,-4,-1,-6,-3,-0.4
COc1cccc(CN(C)C(=O)C23CC4CC(CC(C4)C2)C3)c1,1.3,0.2,-11,1,-4,-2,5,-3,-1.1
COc1ccc(C(=O)NCCS(=O)(=O)NC2CCCC2)cc1,-0.4,0.6,-1,-2,0,7,4,2,0.0
CCOC(=O)Cn1nc(C)c(NC(=O)c2ccc([N+](=O)[O-])c(C)c2)c1C,-1.2,nt,-7,3,2,4,-4,-8,-3.7
O=C(c1ncc[nH]1)c1cccs1,-0.6,-0.5,?,-1,-2,16,4,2,1.5
CC(C)N1CCC(C)(C(=O)Nc2cccc3c2CCCC3)C1 (stereo unspecified),-2.9,0.5,6,-2,nt,4,nt,0,nt
c1ccc(-c2cc(-c3ccccc3)ncn2)cc1,-0.7,-1.5,?,-1,-5,3,3,-10,-1.4
CCCC(=O)Nc1nnc(S(=O)(=O)N2CCCCCC2)s1,0.4,-0.7,2,6,7,8,5,-1,0.8
COc1ccccc1-c1nnc(SCC(=O)O)n1-c1ccc(C)cc1,-0.7,nt,1,-2,6,1,-3,3,0.0
COc1ccc(OC)c(S(=O)(=O)N2CCC(C(=O)Nc3cc(C)ccc3C)CC2)c1,-1.2,-1.3,-2,1,-7,-2,-1,2,2.4
COc1cccc(C2Nc3ccc4ccccc4c3C3=C2C(=O)CC(C)(C)C3)c1OCC(=O)O (stereo unspecified),-0.3,-1.5,-23,65*,1,9,15,-8,-2.0
Cc1ccccc1OCc1occc1C(=O)Nc1cccc(-n2cnnn2)c1,-0.4,-2.0,1,4,2,12,-60,12,-1.0
COc1ccccc1NC(=O)N1CCOCC1,-0.3,-1.9,?,0,4,1,7,6,-0.9
CCOc1ccccc1N1CCN(CC(=O)N(C2CCCC2)C2CCS(=O)(=O)C2)CC1 (stereo unspecified),1.0,0.2,-8,0,-1,-1,-4,2,-1.8
CCN(C(=O)COC(=O)CCc1ccccc1OC)c1c(N)n(Cc2ccccc2)c(=O)[nH]c1=O,-1.5,-1.0,6,-1,-3,-4,3,5,0.7
COc1ccc(C(C)(C)C)cc1NC(=O)CCCn1c(=O)oc2ccccc21,-5.6,nt,-2,-6,-10,1,5,9,-0.6

# Some of these compounds in order of molar mass, falling.
SMILES,FadD28 FP inh,Mtb BioA inh,BoNT F protease,Mtb FBA inh,MazF activator,GDH-TPI inh,Rv3671c protease,PrPC surface inh,UGM FP inh
O=C(Cn1ncc2c3ccccc3n(Cc3ccccc3F)c2c1=O)N1CCN(c2ccccn2)CC1,-1.4,-0.8,-12,5,-19,7,3,-4,0.4
COc1ccc(OC)c(S(=O)(=O)N2CCC(C(=O)Nc3cc(C)ccc3C)CC2)c1,-1.2,-1.3,-2,1,-7,-2,-1,2,2.4
Cc1cc(NC(=O)CSc2nnc(COc3ccccc3)o2)no1,-2.2,0.8,2,1,-4,-1,-6,-3,-0.4
Cc1ccc(S(=O)(=O)NNC(=O)c2cccnc2)cc1,-0.7,7.8,9,-1,22,2,13,0,4.0
